PRMT1 inh: PRMT1 (human) inhibition, primary screen | 370,000 tested, 1.3% active | recombinant PRMT1, activity-based probe fluorescence polarization | inhibition, % at 2.79 µM | Q99873;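 active means inhibition above about 21% made by adding two undisclosed values, limit read from the data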
ABHD4 inh: inhibitors of mouse ABHD4; Q8VD66; purified mABHD4, FP-Rh probe fluorescence polarization; inhibition, % at 8.92 µM; 370,000 tested, 0.54% active;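 active means inhibition exceeding the mean over every tested compound plus 3 SD, cut at about 30% in these data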;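 further: 0% = plate median of compound wells and 100% = S159A mutant with DMSO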
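Test system: mABHD4 protein | Buffer or medium: HEPES pH 7.0 buffer, 150 mM NaCl, 0.01% Pluronic F-127 | Probe or stimulus: FP-Rh fluorescent activity-based probe, added after compound pre-incubation | Timing: Pre-incubation 45 min, probe exposure 60 min, at 25 °C | Technique: Fluorescence polarization, excitation 525 nm, emission 598 nm, BODIPY TMR filters | Repeats: Single well per compound (singlicate)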
LEDGF integ inh: blocks HIV-1 LEDGF/p75-dependent DNA integration; TR-FRET IN-LEDGF/p75 DNA integration, Eu/Cy5; inhibition, % at 3.7 µM; 370,000 tested, 0.64% active;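 active means inhibition above the screen-wide mean plus 3 SD, cut at about 13% in these data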;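 further: signal is the Cy5 over europium emission ratio at 671 and 618 nm; 0% = plate median of compound wells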
TDP2 absorb: blocks human TDP2 phosphodiesterase activity; O95551; recombinant TDP2, T5PNP hydrolysis, p-nitrophenol absorbance 415 nm; inhibition, % at 12.8 µM; 370,000 tested, 0.34% active;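 active means inhibition above the mean of all tested compounds plus 3 SD, set per campaign, cut at about 25% in these data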;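 further: 0% = DMSO with enzyme and 100% = buffer with substrate but no TDP2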
Target sequence (O95551 whole entry, looked up): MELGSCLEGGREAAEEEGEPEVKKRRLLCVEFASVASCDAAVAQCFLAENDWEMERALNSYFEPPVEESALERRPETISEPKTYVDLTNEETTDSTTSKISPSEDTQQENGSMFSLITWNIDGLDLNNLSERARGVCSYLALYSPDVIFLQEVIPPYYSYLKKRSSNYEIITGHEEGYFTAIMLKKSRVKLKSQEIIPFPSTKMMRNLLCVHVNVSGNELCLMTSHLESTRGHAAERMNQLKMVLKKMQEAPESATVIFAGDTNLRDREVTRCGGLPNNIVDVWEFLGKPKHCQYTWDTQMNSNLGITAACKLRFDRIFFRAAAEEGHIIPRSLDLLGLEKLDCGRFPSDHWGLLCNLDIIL
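Read-out basis: percent inhibition. System: recombinant human TDP2. Buffer or medium: Mg2+-containing Tris-HCl buffer, pH 7.5. Repeats: single replicate. Timing: reaction 2 h, 37 °C. Benchmarks: high control without enzyme, low control DMSO plus TDP2. Probe or stimulus: 5 mM T5PNP. Doses: 12.8 µM only. Measured by: epi absorbance of p-nitrophenol freed from T5PNP by hydrolysis.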
PG9 binder: binds the HIV-1 gp120 antibody PG9; TR-FRET gp120-PG9 antibody binding; inhibition, % at 6.7 µM; 360,000 tested, 0.43% active; AID 624416; in the data active means inhibition above about 8.5%
SIAE primary: human SIAE inhibition, primary screen; Q9HAT2; SIAE FP-Rh probe binding, fluorescence polarization; inhibition, % at 9.66 µM; 370,000 tested, 0.69% active;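 active means inhibition above a cutoff: mean of compounds within the control limits plus 3 SD of those, cut at about 17% in these data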;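 further: 0% = plate median of compound wells and 100% = probe without SIAE protein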
UHRF1 binding: blocks human UHRF1 binding to methylated DNA; UHRF1 binding to methylated oligo, TR-FRET; inhibition, % at 4.4 µM; 370,000 tested, 0.75% active; in the data active means inhibition above about 21%;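 further: UHRF1 SRA domain binding a hemimethylated CpG hairpin DNA probe; 0% = median of test compound wells and 100% = reference inhibitor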
HTRA1 inh: HTRA1 (human) protease inhibition | recombinant HTRA1, FP-rhodamine activity-based probe, fluorescence polarization | inhibition, % at 5.96 µM | Q92743 | 340,000 tested, 0.5% active | AID 504803; in the data active means inhibition above about 36%;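 further: 0% = enzyme with DMSO and 100% = wells lacking enzyme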
DDE Tn7 FP inh: DD(E)-Tn7 binding inhibition, primary FP screen; P02675; FP displacement of FITC-Tn7 peptide from fibrin DD(E); 0% = median of compound wells per plate; inhibition, % at 8.3 µM; 370,000 tested, 0.13% active; AID 720508;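 active means inhibition above the mean of compounds falling within the control limits plus 3 SD of them, cut at about 14% in these data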;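 further: 0% = plate median of compound wells and 100% = 10 µM Aha-Tn7 peptide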
Target sequence (P02675 whole entry, looked up): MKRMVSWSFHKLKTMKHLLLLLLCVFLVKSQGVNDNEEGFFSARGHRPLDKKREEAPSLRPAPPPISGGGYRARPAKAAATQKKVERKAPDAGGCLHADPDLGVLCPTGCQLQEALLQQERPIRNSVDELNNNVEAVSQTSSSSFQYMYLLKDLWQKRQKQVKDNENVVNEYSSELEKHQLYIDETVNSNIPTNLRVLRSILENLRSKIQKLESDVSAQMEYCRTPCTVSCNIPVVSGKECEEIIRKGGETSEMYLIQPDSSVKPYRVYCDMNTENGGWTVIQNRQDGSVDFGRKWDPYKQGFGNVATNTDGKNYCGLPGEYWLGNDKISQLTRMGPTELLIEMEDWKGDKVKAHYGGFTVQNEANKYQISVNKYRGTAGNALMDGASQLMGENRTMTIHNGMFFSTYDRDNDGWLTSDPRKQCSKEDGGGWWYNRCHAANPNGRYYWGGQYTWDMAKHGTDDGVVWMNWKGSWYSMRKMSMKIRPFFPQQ
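Test system: human clot-derived fibrin DD(E) complex / Quantity: 2 µM final DD(E) protein / Incubation: 10 min plus 3 h, room temperature / Measured by: fluorescence polarization / Benchmarks: high control of 10 µM Aha-Tn7 peptide / Replicates: singlicate testing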
TCR-CD3 inh: inhibitors of human TCR-CD3 interaction; TAMRA-labeled TCR probe fluorescence, biochemical; inhibition, % at 9.4 µM; 360,000 tested, 0.37% active; AID 651800; in the data active means inhibition above about 19%;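 further: recombinant mutant TCR 2C K166C tagged with TAMRA read by polarization; 0% = receptor in buffer alone and 100% = receptor with positive control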
* marks the source's active call; other numbers are inactive results; . = no result given.

SMILES	PRMT1 inh	ABHD4 inh	LEDGF integ inh	TDP2 absorb	PG9 binder	SIAE primary	UHRF1 binding	HTRA1 inh	DDE Tn7 FP inh	TCR-CD3 inh
C=CCn1c(C(C)NC(=O)COC)nc2ccccc21 (centres undefined)	-5.0	-3.1	2.4	4.6	0.2	-4.9	-1.1	3.2	6.7	0.7
CC1=C(CC(=O)O)c2cc(F)ccc2C1=Cc1ccc(S(C)(=O)=O)cc1	0.4	-4.0	2.5	3.5	-1.3	-0.5	-3.3	1.1	0.2	8.4
CN(C(=O)COC(=O)CNC(=O)c1cccs1)c1c(N)n(Cc2ccccc2)c(=O)[nH]c1=O	-2.5	3.1	2.6	-1.6	-0.7	-2.5	-1.7	6.6	0.3	-3.9
CCn1cc(C(=O)NCc2ccccc2OC)c(=O)c2cc(S(=O)(=O)N(C)C)ccc21	-0.8	0.1	1.9	5.1	6.1	-3.9	-3.0	-8.4	-8.2	1.5
COc1ccc(-c2nc(CSCC(=O)NCc3ccc4c(c3)OCO4)c(C)o2)cc1OC	-0.2	-5.0	-1.6	6.3	-3.3	-4.2	-3.4	-4.7	4.2	-4.0
CC(Oc1ccc2ccccc2c1)C(=O)N/N=C/c1cccnc1 (centres undefined)	2.1	2.8	3.5	-5.1	-0.5	-2.1	-0.4	-3.6	6.1	-1.2
Cc1ccccc1-c1nsc(SCC(=O)Nc2ccc3c(c2)OCO3)n1	2.6	-2.4	-1.0	6.3	-1.7	-4.4	0.5	-3.1	9.6	-0.3
CS(=O)(=O)N1CCN(Cc2ccc(C(F)(F)F)cc2)CC1	2.5	15.0	2.2	5.4	-0.7	1.3	3.6	-1.8	1.0	-1.0
Cc1ccc2c(c1)N(CCC(=O)NCc1cccs1)C(=O)C(C)O2 (centres undefined)	1.5	-3.0	-2.3	-2.2	2.2	-2.1	-1.2	5.1	4.9	7.5
CN(C)C(=O)N1CCC(C(=O)NC2CCCCCCC2)CC1	-1.9	2.9	-1.7	7.7	-1.5	7.9	-0.3	6.8	7.3	-1.9
COc1cc(C(=O)OCc2cccc(OC)c2OC)ccc1OCC(=O)N1CCOCC1	-2.8	-7.0	2.5	-6.7	-0.3	0.2	5.4	4.6	-2.0	3.6
O=C(O)CCCC(=O)Nc1ccc(Br)cc1	2.7	2.4	-0.8	-2.5	1.8	-2.0	-0.5	5.9	7.8	9.9
COc1cc(C(=O)NC(=S)Nc2ccc3[nH]c(=O)[nH]c3c2)cc(OC)c1OC	-4.5	3.5	0.5	6.0	-0.5	-5.9	0.6	2.3	-1.4	-6.5
Cc1n[nH]c2ccc(Br)cc2c1=O	-3.3	3.6	-2.7	-5.9	-2.5	0.8	8.4	8.2	4.1	-2.5
COc1cccc(-c2cc(NC=O)c3ncc(-c4ccc(C(C)=O)cc4)n3c2)c1	6.4	-7.5	-3.9	-1.0	-1.2	-13.4	-0.8	.	6.8	-11.7
COc1ccc(-n2c(=S)[nH]c3cc(C(=O)Nc4ccccc4OC)ccc3c2=O)cc1	-3.5	4.4	6.0	5.0	-1.3	1.1	0.4	.	-1.6	3.8
COC(=O)c1cn(NC(=O)c2ccc(F)cc2)c(=O)c2ccccc12	-1.1	3.1	1.3	6.3	-3.1	-0.7	-1.2	-0.9	-2.8	8.6
CCOc1ccccc1NC(=O)c1cc(=O)[nH]c2ccc(S(=O)(=O)N3CCOCC3)cc12	0.9	3.3	-0.6	5.4	-1.0	0.9	5.8	1.8	-7.2	-0.2
COc1cc(/C=N/NC(=O)C(N)=O)ccc1OCC(=O)N1C(C)CCCC1C (centres undefined)	0.3	0.6	-1.4	4.9	-0.3	-5.9	1.0	4.1	1.5	-0.3
Cc1cc2nnc(SC(C)C#N)n2c2ccccc12 (centres undefined)	2.8	-4.6	1.4	5.6	-0.7	5.9	-0.4	-1.7	0.4	-6.5

Entries shown so far that contain bromine:
SMILES	PRMT1 inh	ABHD4 inh	LEDGF integ inh	TDP2 absorb	PG9 binder	SIAE primary	UHRF1 binding	HTRA1 inh	DDE Tn7 FP inh	TCR-CD3 inh
O=C(O)CCCC(=O)Nc1ccc(Br)cc1	2.7	2.4	-0.8	-2.5	1.8	-2.0	-0.5	5.9	7.8	9.9
Cc1n[nH]c2ccc(Br)cc2c1=O	-3.3	3.6	-2.7	-5.9	-2.5	0.8	8.4	8.2	4.1	-2.5

(next part)
SMILES	PRMT1 inh	ABHD4 inh	LEDGF integ inh	TDP2 absorb	PG9 binder	SIAE primary	UHRF1 binding	HTRA1 inh	DDE Tn7 FP inh	TCR-CD3 inh
O=C(c1ccccn1)N1N=C2/C(=C/c3ccc(F)cc3)CCCC2C1c1ccc(F)cc1 (centres undefined)	-0.8	-2.2	-0.1	1.8	-0.5	-3.9	-0.6	-4.7	0.6	0.2
N#Cc1ccccc1NC(=O)CSc1ccc([N+](=O)[O-])cn1	-1.9	-2.2	0.9	0.0	0.3	5.1	-0.9	8.7	-6.6	5.7
CC(C)C(c1nnnn1C(C)(C)C)N1CCC(Cc2ccccc2)CC1 (centres undefined)	-2.2	-14.9	1.7	0.5	0.5	-0.7	-3.9	-6.3	-1.9	4.5
COc1cc(C(O)c2nc(-c3ccc(F)cc3OC)cs2)ccc1F (centres undefined)	2.3	-25.2	1.5	-3.1	0.4	-9.1	0.2	.	-2.4	-4.7
COc1ccc(Oc2nc(SC)nc3ccccc23)cc1	0.8	8.1	-1.2	3.3	0.1	0.5	0.8	-1.1	1.5	-5.3
CCOC(=O)c1ccc(CSc2nnc(C)n2N)o1	-0.5	1.4	4.0	-4.5	-1.6	-3.4	2.5	3.0	-1.2	-1.5
CSc1nc(Cc2ccc(Cl)cc2)nc2ccccc12	-0.7	0.7	-1.4	-4.8	0.4	2.3	1.3	-10.8	-6.2	7.7
COCCN1C(=O)N(c2cccc(OC)c2)C(=O)C1CC(=O)Nc1cccc(F)c1 (centres undefined)	0.7	-1.6	-2.4	-4.3	0.1	-0.8	1.3	-2.5	3.7	-4.1
C=CCn1c(SCC(=O)O)nc2sc(CC)cc2c1=O	-3.7	-0.2	3.4	3.8	-1.4	0.1	0.2	1.6	-1.0	1.9
O=C(O)c1ccc(N=Nc2c(O)[nH]c3ccc(Br)cc23)cc1	-1.8	1.1	6.9	-1.2	-4.8	-10.0	1.9	3.0	-2.1	2.2
FC(F)Oc1ccccc1NC(=S)Nc1cccc(Cl)c1Cl	-0.8	4.4	-1.2	9.7	1.5	4.6	0.2	-0.7	3.0	-0.2
COC(=O)c1ccc(CNC(=O)COC(=O)C23CC4CC(CC(C4)C2)C3)cc1	-4.3	3.6	0.2	-13.4	1.1	-2.0	3.4	-5.2	-6.0	2.7
Cc1cccc(C)c1Nc1nnc(SC/C(O)=C(\C#N)c2nc3ccccc3[nH]2)s1	2.3	19.5	-0.6	-3.8	-2.3	3.2	-5.2	16.9	-5.8	3.0
O=C(Nn1c(-c2ccc(Cl)cc2)nc2ccccc2c1=O)c1cccnc1Cl	-1.0	3.4	3.9	-1.4	-2.0	-1.1	-1.9	2.2	-4.2	6.7
COC(=O)[C@]12C[C@H](CC(=O)N3CCCC3)C(=O)N(CCc3ccc(OC)c(OC)c3)C1=C[C@H](C(C)(C)C)O[C@@H]2C	-1.4	1.0	0.9	1.7	.	-3.7	-1.0	.	6.5	.
CC(=O)Nc1ccc(N(C(=O)Cn2nnc3ccccc32)C(C(=O)NC2CCCC2)c2ccc(O)c(O)c2)cc1 (centres undefined)	2.1	4.8	3.4	-5.9	-0.4	7.7	3.3	8.2	-2.1	-8.7
O=C1NC(=S)SC1=Cc1ccccc1Cl	19.8	-53.2	5.4	-7.6	-0.3	-11.6	-3.1	-27.3	-2.9	1.4
Cc1cccc(-c2nnc(SCC(=O)NC3CC3)n2C)c1	1.7	0.4	-1.7	-10.2	-2.2	-5.9	-0.9	2.0	7.6	10.1
CCN(CC)Cc1c(NC(=O)c2ccccc2)sc(C)c1C	-0.5	2.0	-0.5	-5.8	-4.2	-2.2	0.1	-5.8	-0.7	-2.3
CCOC(=O)N1CCN(S(=O)(=O)c2ccc3c(c2)oc(=O)n3C)CC1	0.7	1.8	-1.3	1.9	0.2	-3.3	0.8	1.2	10.0	-0.2

5 compounds already listed, sorted by the number in DDE Tn7 FP inh, falling.
SMILES,PRMT1 inh,ABHD4 inh,LEDGF integ inh,TDP2 absorb,PG9 binder,SIAE primary,UHRF1 binding,HTRA1 inh,DDE Tn7 FP inh,TCR-CD3 inh
C=CCn1c(SCC(=O)O)nc2sc(CC)cc2c1=O,-3.7,-0.2,3.4,3.8,-1.4,0.1,0.2,1.6,-1.0,1.9
CCOC(=O)c1ccc(CSc2nnc(C)n2N)o1,-0.5,1.4,4.0,-4.5,-1.6,-3.4,2.5,3.0,-1.2,-1.5
CC(C)C(c1nnnn1C(C)(C)C)N1CCC(Cc2ccccc2)CC1 (centres undefined),-2.2,-14.9,1.7,0.5,0.5,-0.7,-3.9,-6.3,-1.9,4.5
O=C(O)c1ccc(N=Nc2c(O)[nH]c3ccc(Br)cc23)cc1,-1.8,1.1,6.9,-1.2,-4.8,-10.0,1.9,3.0,-2.1,2.2
COc1cc(C(O)c2nc(-c3ccc(F)cc3OC)cs2)ccc1F (centres undefined),2.3,-25.2,1.5,-3.1,0.4,-9.1,0.2,.,-2.4,-4.7

Rows are unselected; about 4.2% have a hit in one of these screens.
